OPRM1-OPRD1 inv: inverse agonist of human OPRM1-OPRD1 heterodimerization; P35372+P41143; 340,000 tested, 0.21% active; inhibition, % at 9.3 µM; cell-based MOR-DOR heterodimer luminescence, inverse agonism; in the data active = inhibition above about 22%, passing the limit was not always enough;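 note: 0% = cells with DMSO and 100% = wells without cells with DMSO; values of inactives mirror those of a sister screen read the other way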
PfHsp90 set2: growth inhibition of yeast expressing Plasmodium Hsp90; 310,000 tested, 0.32% active; inhibition, % at 9.4 µM; AID 504621; S. cerevisiae expressing PfHsp90, BacTiter-Glo ATP, 48 h; yeast lacking PDR1 and PDR3 efflux regulators;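 active = every replicate shows inhibition above about 80%, whatever the replicate mean, limit read from the data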;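 note: 0% = DMSO neutral controls and 100% = 20 µM radicicol positive controls; yeast relying on Plasmodium falciparum Hsp90 in place of its own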
HTR5A ag ctr: activates human HTR5A in OPRM1-OPRD1 agonist counter-screen | activation, % at 9.3 µM | HTR5A agonist assay, luminescence, cell-based | 340,000 tested, 0.61% active | P47898; in the data active = activation mostly above about 9.5%, no sharp cut-off; inactive = mostly below about 7.6%;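 note: 0% = cells with vehicle only and 100% = reference agonist; strong numbers were not always called active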
Target sequence (P47898 whole entry, looked up): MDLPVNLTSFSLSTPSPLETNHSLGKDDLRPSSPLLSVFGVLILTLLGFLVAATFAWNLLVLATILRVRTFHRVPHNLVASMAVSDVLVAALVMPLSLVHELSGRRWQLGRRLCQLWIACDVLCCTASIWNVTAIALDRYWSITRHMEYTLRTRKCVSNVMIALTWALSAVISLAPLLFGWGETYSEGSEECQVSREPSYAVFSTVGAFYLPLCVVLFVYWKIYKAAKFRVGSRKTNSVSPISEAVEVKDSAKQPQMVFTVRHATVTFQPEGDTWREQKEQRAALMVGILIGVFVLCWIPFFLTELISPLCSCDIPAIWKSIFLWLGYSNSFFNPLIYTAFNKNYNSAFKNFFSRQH
SUMO Mot1 rescue: inhibitors of SUMOylation pathway: yeast Mot1-301 growth rescue; S. cerevisiae Mot1-301 growth rescue, ATP luminescence, 38.5C; percent above DMSO median, 100 means doubled; growth rescue, % at 18.8 µM; 320,000 tested, 1% active;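 active = every valid replicate shows activation above 250% relative to neutral control wells; inactive = the rest, any valid replicate at or below 250%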;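 note: OY570 slx delta 5 strain wells were the positive control but not used for scaling; some compounds called inactive have numbers as strong as hits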
AddAB inh: less growth of phage-infected E. coli with AddAB. E. coli expressing H. pylori AddAB, absorbance growth. inhibition, % at 11.9 µM. 330,000 tested, 0.29% active. AID 435030; in the data active = inhibition above about 12%;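 note: 0% = vehicle wells of infected cells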
PKA-R1A act: activators of PKA-R1A complex. P00514+P68181. PKA-R1A dissociation, Cy5-IP20 fluorescence polarization; scaled: DMSO 0%, 113 µM cGMP 100%. activation, % at 11.4 µM. 340,000 tested, 0.083% active. AID 504707;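 active = percent activation above the mean of all tested compounds plus 3 SD, cut at about 19% in these data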;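 note: higher means more PKAc released from R1A so a rise in polarization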
HTR5A inv ag: inverse agonist of human HTR5A in OPRM1-OPRD1 counter-screen; 340,000 tested, 0.083% active; inhibition, % at 9.3 µM; HTR5A cell line, luminescence, inverse agonism; P47898; in the data active = inhibition mostly above about 23%, no sharp cut-off; inactive = mostly below about 18%;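 note: 0% = cells with DMSO and 100% = no-cell wells with DMSO; some compounds called inactive have numbers as strong as hits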
Ecoli viability: reduces bacterial viability in AddAB counter-screen. E. coli V3065 growth, OD600 absorbance, 18 h. inhibition, % at 11.9 µM. 330,000 tested, 0.27% active. AID 449728;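 active = inhibition above the campaign's mean inhibition across all tested compounds plus 3 SD, cut at about 9.9% in these data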;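 note: uninfected addAB+ strain grown without phage in ampicillin broth; 0% = DMSO wells and 100% = ciprofloxacin 0.95 µg/ml wells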
OPRM1-OPRD1 ag: agonists of human mu-delta opioid receptor heterodimerization; P35372+P41143; cells, OPRM1-OPRD1 heterodimerization, luminescence; activation, % at 9.3 µM; 340,000 tested, 0.3% active; AID 504326; in the data active = activation above about 18%;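 note: 0% = vehicle-treated cells and 100% = reference agonist; values of inactives mirror those of a sister screen read the other way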
phage Ecoli inh: E. coli growth loss with phage present; growth absorbance; inhibition, % at 11.9 µM; 360,000 tested, 0.26% active; AID 651602; in the data active = inhibition above about 11%
DSG3 Ab inh: human desmoglein-3 autoantibody binding inhibition | 310,000 tested, 0.48% active | binding (percent of control), % at 10 µM | DSG3-coupled beads, scFv-anti-DSG3-GFP binding, flow cytometry; hits give low values | AID 588358 | P32926;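 active = binding more than 3 SD below its plate's average and above zero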;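 note: hits lower antibody fragment binding to DSG3; some compounds called inactive have numbers as strong as hits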
An asterisk follows results filed as active; i = inactive; / = no result given.

SMILES | OPRM1-OPRD1 inv | PfHsp90 set2 | HTR5A ag ctr | SUMO Mot1 rescue | AddAB inh | PKA-R1A act | HTR5A inv ag | Ecoli viability | OPRM1-OPRD1 ag | phage Ecoli inh | DSG3 Ab inh
Cc1ccc(C(=O)OC(C)CN2CCN(C)CC2)cc1 (configuration not stated) | 2 | 54 | 0 | -19 | 5.5 | 6 | 0 | 3.2 | -0.4 | 1.5 | /
CCCS(=O)(=O)N1CCN=C1SCc1ccc(F)cc1 | 20 | 1 | 1 | 0 | 3.7 | -1 | -4 | 0.1 | -3.9 | 0.3 | 106
CCOc1ccc(N(CC(=O)NCCc2ccccc2)S(=O)(=O)c2ccccc2)cc1 | 3 | 0 | 10 | -16 | 3.0 | -3 | -28 | -1.9 | -0.6 | 2.3 | 104
O=C(Cc1ccccc1)NCc1ccc(-n2cccc2)cc1 | 14 | 3 | 2 | 5 | 6.3 | -2 | -6 | 0.7 | -2.8 | 4.5 | 92
CC1(C)CC(NC(=O)c2cc(S(=O)(=O)N3CCCCC3)ccc2Cl)CC(C)(C)N1 | 8 | -7 | 0 | 33 | 4.3 | -6 | 13 | 0.4 | -1.1 | 1.2 | 102
O=C(CCc1ccccc1)Nc1ccnn1C1CCN(Cc2ccc(OCCO)cc2)CC1 | 6 | -9 | 0 | -10 | 1.5 | -4 | -6 | 0.8 | -1.2 | 0.6 | 103
Cc1ccc(OCCCn2ccnc2)cc1C | 14 | 10 | 4 | 22 | 2.4 | -16 | -9 | 2.0 | -2.8 | 3.8 | 106
COC(=O)c1cc(NS(=O)(=O)c2ccc(F)cc2)ccc1N1CCOCC1 | 14 | 11 | 9 | 10 | 1.1 | 1 | 4 | -0.2 | -2.7 | 3.6 | 115
C=CCNC(=O)COc1coc(CN2CCN(C(=O)c3ccco3)CC2)cc1=O | 24 | -54 | -2 | 9 | -0.2 | -13 | 4 | 1.7 | -4.5 | 2.1 | 113
Cc1ccccc1C(=O)NNC(=O)c1ccc(F)cc1 | -28 | / | 8 | -5 | 1.3 | 0 | -20 | -3.8 | 4.8 | 1.2 | /
Cc1ccc(CNC(=O)C2CCCCN2S(=O)(=O)c2ccccc2)cc1 (configuration not stated) | -2 | 1 | 0 | -17 | 4.5 | 0 | 0 | -1.9 | 0.3 | 1.7 | 94
CCOc1ccc(NC(=O)c2cc3c(C)nc4ccccc4c3o2)cc1 | 14 | -30 | 0 | 203 | -3.5 | 6 | -5 | 1.2 | -2.4 | 2.4 | 89
Cn1c(SCC(=O)Nc2nccs2)nnc1C1CC1 | 12 | -11 | 3 | -9 | -0.5 | 3 | -10 | 2.2 | -2.2 | 2.2 | /
COc1ccccc1NC(=S)Nc1ccc2cn[nH]c2c1 | 2 | -6 | 0 | 21 | 2.6 | 0 | -1 | 2.5 | -0.4 | 0.5 | 109
COc1cc(/C=c2\s/c(=C(/C#N)C(=O)N3CCCC3)n(-c3ccccc3)c2=O)ccc1O | -34 | -7 | -1 | -2 | 0.6 | 1 | 7 | -3.1 | 8.3 | 3.4 | 110

(more compounds)
SMILES | OPRM1-OPRD1 inv | PfHsp90 set2 | HTR5A ag ctr | SUMO Mot1 rescue | AddAB inh | PKA-R1A act | HTR5A inv ag | Ecoli viability | OPRM1-OPRD1 ag | phage Ecoli inh | DSG3 Ab inh
O=C1NC(c2ccccc2OC(F)F)Oc2ccccc21 (configuration not stated) | -2 | 2 | 0 | 1 | 4.4 | 3 | -1 | 3.1 | 0.4 | 4.1 | 105
O=C(CCN1CCN(Cc2ccccc2)CC1)NNC(=O)c1cc2ccccc2o1 | 14 | -3 | -2 | -20 | 1.2 | -5 | 2 | -0.1 | -3.4 | 1.2 | 107
O=C(CSc1ccccc1)NC(=O)NCc1ccccc1 | -13 | -13 | 0 | -12 | 0.6 | 1 | 4 | 1.7 | 2.5 | 4.9 | 89
O=C(N/N=C/c1ccc(O)c(O)c1)c1cc(-c2ccccc2)nc2ccccc12 | 4 | -11 | 0 | -1 | -0.9 | 3 | 2 | -2.5 | -0.7 | 1.2 | 97
CCN(CC(=O)Nc1ccc(NC(C)=O)cc1)C(=O)c1ccccc1Sc1ccccc1C#N | 10 | -6 | 10 | -8 | 0.8 | -2 | -26 | 0.5 | -2.4 | 4.2 | 112
CC1CCCN(S(=O)(=O)c2ccc(CN3C(=O)c4cccnc4C3=O)cc2)C1 (configuration not stated) | 10 | 15 | 2 | -10 | -0.2 | -5 | 5 | -1.1 | -1.9 | 0.9 | 98
O=c1c2ccccc2nnn1CCO | -5 | -4 | 0 | 1 | -1.2 | -2 | 0 | -0.3 | 1.0 | 2.0 | 92
CCc1nc2c3cnn(-c4cc(Cl)ccc4C)c3ncn2n1 | -21 | -3 | 8 | -20 | 1.8 | 3 | -38 | -1.7 | 3.7 | 0.4 | 104
COc1ccc(NC(=O)N2CCc3ccccc3C2)cc1OC | 7 | -10 | 4 | 0 | -1.1 | 11 | 9 | 1.5 | -1.3 | 2.7 | /
O=C(CSC1=NCCS1)NC(c1ccccc1)c1ccccc1 | 4 | 35 | 0 | -9 | 3.5 | 19* | 6 | 1.5 | -0.8 | 3.0 | 99
CCOC(=O)C1(C(=O)OCC)CC1c1ccccc1 (configuration not stated) | 1 | -40 | -3 | 2 | 3.4 | 5 | 9 | 0.5 | -0.3 | 2.9 | 100
CC(C)CNC(=O)C(=O)NCc1ccccc1 | -2 | 8 | 2 | / | 1.6 | -6 | -5 | 2.7 | 0.3 | 1.8 | 94
CN(C)S(=O)(=O)NCC1CCCN(Cc2cc3ccccc3s2)C1 (configuration not stated) | -2 | -14 | -2 | -23 | 1.2 | 8 | 6 | 0.3 | 0.3 | 0.5 | 116
CCCN1/C(=C(\C#N)C2=NS(=O)(=O)c3ccccc32)N(C)c2ccccc21 | -3 | -1 | 1 | / | / | 1 | -5 | / | 0.6 | 2.4 | 92
O=C(c1ccco1)N1CCN(C(=O)c2ccc(-c3cccc(C(F)(F)F)c3)o2)CC1 | 9 | -23 | 35* | 3 | -1.9 | -2 | -92 | -2.8 | -1.4 | -3.4 | 100

Next records
Results follow in this order: OPRM1-OPRD1 inv, PfHsp90 set2, HTR5A ag ctr, SUMO Mot1 rescue, AddAB inh, PKA-R1A act, HTR5A inv ag, Ecoli viability, OPRM1-OPRD1 ag, phage Ecoli inh, DSG3 Ab inh
COc1cccc(NC(=O)CCN2CCC(C(N)=O)CC2)c1
 : 8, /, -1, -15, -0.9, -1, 9, -0.5, -1.3, 2.3, /
COc1cccc(CNC(=O)C2CCN(S(=O)(=O)c3ccc4c(c3)NC(=O)C(C)S4)CC2)c1 (configuration not stated)
 : 4, 19, 0, 3, 0.2, -14, -22, 0.1, -0.7, 0.5, 98
CCOc1cc(C(=O)Nc2ccc(C)cc2O)ccc1OCC(=O)N1CCOCC1
 : 4, /, 0, 2, -1.5, -1, -1, -4.0, -0.6, 0.3, 100
CCN(CC)S(=O)(=O)c1ccc(C)c(NC(=S)N2CCN(Cc3ccc4c(c3)OCO4)CC2)c1
 : -12, -1, 1, 5, 2.1, 0, -9, -1.6, 2.5, 3.5, 101
Cc1ccc(S(=O)(=O)N(C)CC(=O)NCCCc2ccccc2)cc1
 : 4, 12, -1, -7, 2.2, -9, 27, -2.8, -0.8, -1.3, 97
O=C1CC(NC(=O)c2ccc(Cl)cc2)C(=O)N1 (configuration not stated)
 : 6, 1, 1, -19, 1.3, 3, -3, 0.3, -1.2, 2.1, 95
COc1cc(CO)ccc1OCc1ccc(Cl)nc1
 : 5, -16, -1, 1, 0.4, -1, -10, 0.6, -1.0, -0.2, 107
COc1ccccc1C(CNC(=O)c1cccc(S(=O)(=O)Nc2ccc(F)cc2)c1)N(C)C (configuration not stated)
 : -24, 12, -3, -3, -1.2, 5, 8, 0.2, 6.1, -1.1, /
CCCC(=O)N1N=C(c2ccccc2)CC1c1cn(C)c2ccccc12 (configuration not stated)
 : -24, -42, 5, -17, -1.2, -14, -14, 0.4, 4.7, 1.6, 82
Cc1cccc(OCCCC(=O)N2CCCc3ccccc32)c1C
 : -31, 11, 3, 287, 0.4, -9, 5, 1.1, 5.9, 4.2, 101

Further results follow.
Results follow in this order: OPRM1-OPRD1 inv, PfHsp90 set2, HTR5A ag ctr, SUMO Mot1 rescue, AddAB inh, PKA-R1A act, HTR5A inv ag, Ecoli viability, OPRM1-OPRD1 ag, phage Ecoli inh, DSG3 Ab inh
Cc1ccc(-n2c(C)cc(/C=N/NC(=O)Cn3c4ccccc4c(=O)c4ccccc43)c2C)cc1
 : 20, 0, -7, 28, 2.0, 3, 18, -1.7, -4.0, 2.8, 102
Cc1ccc(NC2=NCCC2)cc1Cl
 : 1, /, 4, -4, -1.2, -3, -39, -1.8, -0.2, 2.6, 95
CCn1c(=O)c(C(=O)CC#N)c(N)n(Cc2ccccc2)c1=O
 : 4, -13, -6, 41, 0.4, 3, 11, 0.8, -0.7, 2.6, 98
COC(=O)c1ccc(/C=N\NC(=O)c2c(C)nc3ccc(Cl)cn23)cc1
 : 11, -9, 1, 431, 4.5, -2, -5, -0.9, -2.3, /, 93
CCC(C)C1NC(=S)N(Cc2ccccc2)C1=O (configuration not stated)
 : 12, -1, -1, i, 2.7, 0, -2, 1.7, -2.6, 3.3, 95
COc1cc(/C=N/N2CCOCC2)ccc1OCc1ccc(Cl)cc1
 : 0, 17, -2, 219, 6.2, -6, 4, 1.0, -0.1, 3.7, /
CCOC(=O)C1CCN(C(=O)c2cccc(Cl)c2)CC1
 : -7, /, -2, 4, 0.3, 5, 0, 2.6, 1.3, 0.6, 106

Three entries drawn at random from those above, as already listed:
Results follow in this order: OPRM1-OPRD1 inv, PfHsp90 set2, HTR5A ag ctr, SUMO Mot1 rescue, AddAB inh, PKA-R1A act, HTR5A inv ag, Ecoli viability, OPRM1-OPRD1 ag, phage Ecoli inh, DSG3 Ab inh
CCCS(=O)(=O)N1CCN=C1SCc1ccc(F)cc1
 : 20, 1, 1, 0, 3.7, -1, -4, 0.1, -3.9, 0.3, 106
CCN(CC(=O)Nc1ccc(NC(C)=O)cc1)C(=O)c1ccccc1Sc1ccccc1C#N
 : 10, -6, 10, -8, 0.8, -2, -26, 0.5, -2.4, 4.2, 112
Cc1ccc(S(=O)(=O)N(C)CC(=O)NCCCc2ccccc2)cc1
 : 4, 12, -1, -7, 2.2, -9, 27, -2.8, -0.8, -1.3, 97
